Compound activity deposited in PubChem by The Scripps Research Institute Molecular Screening Center.
PLCg1 inh: blocks human PLC-gamma1 enzyme activity. purified PLC-gamma1, fluorogenic substrate, fluorescence. P19174. 0.84% of 370,000 active. inhibition, % at 12.2 µM; in the data active = inhibition above about 9.5%
ASAP1 inh: inhibitors of human ASAP1 ArfGAP activity; AID 624377; Q9ULH1; 0.19% of 360,000 active; ASAP1-stimulated ARF1 GTP hydrolysis, GDP FP detection; inhibition, % at 16.5 µM; in the data active = inhibition above about 25%;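 note: 0% = vehicle with enzyme and substrate and 100% = no enzyme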
Target sequence (Q9ULH1 325-724 limits assumed): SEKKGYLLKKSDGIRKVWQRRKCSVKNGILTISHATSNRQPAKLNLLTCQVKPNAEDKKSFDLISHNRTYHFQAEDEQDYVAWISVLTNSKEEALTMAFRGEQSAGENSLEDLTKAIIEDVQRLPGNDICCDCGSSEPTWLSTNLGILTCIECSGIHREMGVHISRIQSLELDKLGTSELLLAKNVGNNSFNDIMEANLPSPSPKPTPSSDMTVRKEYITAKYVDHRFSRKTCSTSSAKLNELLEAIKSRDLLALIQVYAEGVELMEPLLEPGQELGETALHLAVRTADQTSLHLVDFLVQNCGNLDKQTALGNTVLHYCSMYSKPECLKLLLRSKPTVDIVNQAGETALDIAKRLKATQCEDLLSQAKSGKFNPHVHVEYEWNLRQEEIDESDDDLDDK
ADAM10 inh: inhibits human ADAM10. 0.62% of 370,000 active. inhibition, % at 7 µM. O14672. recombinant ADAM10, EDANS/DABCYL FRET peptide cleavage, 3 h;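 active = inhibition above a per-campaign cutoff equal to the mean of compounds falling between control-based bounds plus 3 SD, cut at about 20% in these data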;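 note: 0% = DMSO wells while the 100% control is not disclosed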
Target sequence (O14672 214-748 limits assumed): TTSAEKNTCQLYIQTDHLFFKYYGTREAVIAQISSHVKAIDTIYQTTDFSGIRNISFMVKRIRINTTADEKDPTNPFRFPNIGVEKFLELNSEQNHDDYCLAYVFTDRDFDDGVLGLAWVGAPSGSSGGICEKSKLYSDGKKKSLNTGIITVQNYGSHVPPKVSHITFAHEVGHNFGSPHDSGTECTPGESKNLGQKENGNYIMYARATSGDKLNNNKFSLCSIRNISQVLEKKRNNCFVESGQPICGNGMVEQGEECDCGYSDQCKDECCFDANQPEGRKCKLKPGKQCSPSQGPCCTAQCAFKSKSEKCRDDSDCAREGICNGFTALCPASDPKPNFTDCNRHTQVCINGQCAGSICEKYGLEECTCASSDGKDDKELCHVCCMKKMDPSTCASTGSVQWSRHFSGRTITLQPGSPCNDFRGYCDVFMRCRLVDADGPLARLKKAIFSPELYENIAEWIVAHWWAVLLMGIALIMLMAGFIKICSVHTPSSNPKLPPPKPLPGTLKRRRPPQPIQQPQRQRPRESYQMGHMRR
LEDGF integ inh: blocks HIV-1 LEDGF/p75-dependent DNA integration. TR-FRET IN-LEDGF/p75 DNA integration, Eu/Cy5. inhibition, % at 3.7 µM. 0.64% of 370,000 active;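 active = inhibition above the screen-wide mean plus 3 SD, cut at about 13% in these data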;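 note: signal is the Cy5 over europium emission ratio at 671 and 618 nm; 0% = plate median of compound wells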
Tn7 DDE FP: DD(E)-Tn7 binding inhibition, primary FP screen. inhibition, % at 8.3 µM. P02675. 0.13% of 370,000 active. FP displacement of FITC-Tn7 peptide from fibrin DD(E); 0% = median of compound wells per plate. AID 720508;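 active = inhibition above the mean of compounds falling within the control limits plus 3 SD of them, cut at about 14% in these data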;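 note: 0% = plate median of compound wells and 100% = 10 µM Aha-Tn7 peptide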
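Assay system: Fibrin-DD(E) protein isolated from polymerized human fibrin clots; read-out basis: percent inhibition; medium: Tris/NaCl/CaCl2 buffer, pH 7.8; signal: FP measurement; incubation: 10 min plus 3 h, room temperature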
ARFGAP1 inhibitor: inhibits rat ARF GTPase activating protein 1. Q62848. Arfgap1-stimulated ARF1 GTP hydrolysis, GDP FP detection. inhibition, % at 16.5 µM. 0.26% of 360,000 active. AID 651572;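 active = inhibition above a per-plate limit, mean inhibition of low control wells plus 3 SD, cut at about 25% in these data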;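 note: 0% = DMSO wells with enzyme and 100% = wells lacking Arfgap1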
Target sequence (Q62848 1-136 limits assumed): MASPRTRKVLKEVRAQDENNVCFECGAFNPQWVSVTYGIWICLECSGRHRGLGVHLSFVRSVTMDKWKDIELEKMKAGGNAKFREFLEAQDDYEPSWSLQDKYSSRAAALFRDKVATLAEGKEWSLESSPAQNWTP
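Replicates: Single well per compound | Assay system: Truncated rat Arfgap1 GAP domain | Control set: No-Arfgap1 wells (100%) versus DMSO full-reaction wells (0%) | Times: Enzyme reaction 120 min at 25 °C after 20 min preincubation | Reagent: Human ARF1(Δ1-17)-GTP substrate | Measured by: Tracer-displacement fluorescence polarization with EDTA stop, 620/688 nm | Measure: Percent inhibition of Arfgap1-stimulated GTP hydrolysis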
DDE Tn6 FP inh: disrupts Tn6 cyclic peptide binding to fibrin D-Dimer-E complex | P02675 | Fibrin DD(E) TRITC-Tn6 fluorescence polarization displacement | inhibition, % at 8.3 µM | 0.21% of 370,000 active | AID 720509;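 active = inhibition above a per-campaign cutoff: mean of compounds within control limits plus 3 SD, cut at about 15% in these data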;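 note: 0% = median of all compound wells on the plate and 100% = blocking peptide control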
KLK7 zymogen act: proKLK7 (human) activation, primary screen; AID 652039; purified proKLK7, EDANS-DABCYL substrate fluorescence; 100% is mature enzyme control, 0% vehicle; 0.9% of 370,000 active; P49862; activation, % at 7 µM;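 active = activation above the mean of all tested compounds plus 3 SD, computed per campaign excluding outliers beyond control limits, cut at about 13% in these data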
ADAM17 inh: ADAM17 inhibition, QFRET primary screen. 0.83% of 370,000 active. inhibition, % at 6.95 µM. P78536. AID 720648. recombinant ADAM17, EDANS/DABCYL FRET peptide cleavage;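 active = inhibition above the mean of compounds lying between control limits plus 3 SD, set per campaign, cut at about 8.5% in these data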;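 note: 0% = DMSO-only wells as the low control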
TDP2 absorb: blocks human TDP2 phosphodiesterase activity; inhibition, % at 12.8 µM; 0.34% of 370,000 active; recombinant TDP2, T5PNP hydrolysis, p-nitrophenol absorbance 415 nm; AID 720702;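 active = inhibition above the mean of all tested compounds plus 3 SD, set per campaign, cut at about 25% in these data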;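 note: 0% = DMSO with enzyme and 100% = buffer with substrate but no TDP2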
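System – recombinant human TDP2 · Amount – 120 nM TDP2 per well · Buffer or medium – Mg2+-containing Tris-HCl buffer, pH 7.5 · Reagent – T5PNP substrate, 5 mM · Dosing – 12.8 µM single point, 1% DMSO · Incubation – 2 h at 37 °C · Measured by – epi absorbance · Read-out basis – percent inhibition · Benchmarks – high control without enzyme, low control DMSO plus TDP2 · Repeats – singlicate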
* marks the source's active call; other numbers are inactive results; . = not tested or not shown.

structure	PLCg1 inh	ASAP1 inh	ADAM10 inh	LEDGF integ inh	Tn7 DDE FP	ARFGAP1 inhibitor	DDE Tn6 FP inh	KLK7 zymogen act	ADAM17 inh	TDP2 absorb
COc1ccccc1CNC(=O)C1=C(C)C(=O)OC12CCC(C)CC2 (centres undefined)	0	-7	-8	-1	5	-6	2	0.6	-2	-5
COc1cc2nc(CN3CCN(S(=O)(=O)c4cc(C)ccc4C)CC3)[nH]c(=O)c2cc1OC	0	-5	5	3	-2	0	-2	0.8	3	1
C=CC[C@H](CC(=O)N[C@H](CO)Cc1ccccc1)C(=O)N[C@H](COC(=O)[C@H](CC=C)CC(=O)OC(C)(C)C)Cc1c[nH]c2ccccc12	-1	10	18	-2	-2	3	1	-0.3	11*	-17
COc1ccc(C(=O)NCC(=O)c2ccccc2)cc1	1	-2	2	-1	5	-10	7	0.7	-1	5
O=C(OCC(=O)c1ccc(Cl)s1)c1ccccn1	-1	-4	-9	1	-2	-5	5	-0.1	-5	9
Cc1ccc(-c2csc3ncnc(N4CCN(C(=O)c5ccccc5)CC4)c23)cc1	2	-1	4	3	0	5	-4	0.2	2	2
CCC(=O)Nc1ccc(C(=O)CSc2nnc(-c3cccnc3)o2)cc1	-9	11	9	-1	-9	1	-5	-0.3	-3	0
Cc1ccccc1NC(=O)CN1CCN(C)CC1	4	4	2	5	-2	-5	-2	-0.4	0	36*
CN(C)CCNC(=O)C(C(=O)c1ccc(F)cc1)n1ccccc1=O (centres undefined)	3	4	5	1	-2	-2	1	0.2	1	5
O=C(CCl)Nc1c(C(=O)Nc2ccc3c(c2)OCCO3)oc2ccccc12	-29	4	-10	2	3	-1	-2	0.8	-10	7
CC1CCN(c2nc(-c3ccc(F)cc3)cc(C(F)(F)F)n2)CC1	2	-9	10	-2	0	14	1	0.2	-2	2
O=c1oc2ccccc2c(Nc2ccc(O)cc2)c1[N+](=O)[O-]	2	-12	2	5	3	2	1	1.1	-5	2
O=C(c1cccs1)N1CCN(S(=O)(=O)c2cccc(Cl)c2Cl)CC1	3	-10	0	8	-4	-5	-4	0.2	0	1
Cc1cc2oc(C(=O)N(Cc3ccccc3)C3CCS(=O)(=O)C3)c(C)c2cc1C (centres undefined)	2	2	0	0	-2	-10	4	-0.1	-2	-7
COC(=O)c1ccccc1NC(=O)C1CCN(C(=O)c2cc(OC)cc(OC)c2)CC1	2	-1	-13	-1	1	3	-6	0.4	-7	-9
Cc1cccc(NC(=O)C2CCN(S(=O)(=O)c3cccs3)CC2)c1	1	9	1	0	-5	15	0	0.7	-4	-1
O=C(NCCc1ccc(Cl)cc1)c1cccs1	6	-5	2	5	-6	-3	-2	-0.4	1	-19
Cc1ccccc1NC(=O)CSc1ccc(-c2ccco2)nn1	-7	-5	-13	-4	-1	-1	-1	0.2	-8	1
Cc1c(C(=O)c2ccccc2)c2ccccn2c1CCc1ccccn1	-14	6	1	-4	1	8	9	0.7	1	2
CN1C(=O)c2cc(NC(=O)Nc3ccccc3)ccc2OC[C@H]2O[C@@H](CC(=O)NC3Cc4ccccc4C3)CC[C@@H]21	6	.	8	4	-9	.	-4	-0.1	-3	4
CCOC(=O)/C=C/C(=O)Nc1ccc(-c2nnc3n2CCCCC3)cc1	1	0	0	0	3	2	2	0.1	-1	0
COc1ccccc1CNC(=O)CCCc1cn(C)c2ccccc12	1	8	-10	-5	-1	8	-5	0.5	-4	-19
CC(=O)c1cccc(NC(=O)C(C)OC(=O)C2=NNC(=O)CC2)c1 (centres undefined)	-1	-4	3	2	4	3	0	0.6	3	-15
CC(C)CCN1CCN(Cc2cccc3cccnc23)CC1CCO (centres undefined)	-27	0	-1	1	-3	-6	4	-0.3	2	2
COC(=O)c1sc(NC(=S)NC(=O)c2ccc(C)cc2)nc1C	-1	3	4	-3	5	-4	4	0.7	-5	10
COc1ccc(C(=O)NNC(=O)CSc2nnc(C3CC3)n2C)cc1	4	4	2	2	2	-9	3	-0.4	1	4
O=C(Cn1c(=O)sc2ccccc21)NCc1ccccn1	-1	-9	-13	19*	-1	-15	1	-0.2	-2	3
Cc1nc(N2C(=O)C(=O)/C(=C(/O)c3ccccc3)C2c2ccco2)sc1C (centres undefined)	-44	4	7	0	2	-2	3	0.2	1	4
Nc1nc(-c2cc3c(cc2Cl)OCCO3)cs1	4	14	-2	-4	-8	-4	2	0.1	2	-4
CCN(CC)S(=O)(=O)c1ccc(C(=O)NNc2nc(-c3ccccc3)c3cc(Br)ccc3n2)cc1	2	10	4	-1	8	12	-2	0.2	0	-3
NS(=O)(=O)c1ccc(CNC(=O)Cc2ccsc2)cc1	0	-3	1	-1	2	-4	0	0.0	3	-8
COc1cc(CN2CCNC(=O)C2CC(=O)N(Cc2nccn2C)C(C)C)cc(OC)c1 (centres undefined)	-9	-11	-28	-6	5	3	8	0.8	-11	1
CCOC(=O)NC(=O)C(=CNNc1ncc(C(F)(F)F)cc1Cl)C(=O)NC(=O)OCC	2	12	2	0	-2	11	-3	-0.2	2	7
CCOc1ccc(CCNS(=O)(=O)c2cnc[nH]2)cc1OCC	4	11	6	-1	-4	16	-1	0.2	0	-10
COc1cc(C(=O)O[C@H]2C/C(C)=C/CC[C@]3(C)O[C@@H]3C(O)C2C(C)C)cc(OC)c1OC (some centres undefined)	3	-1	-1	-6	4	-8	-6	0.3	-3	-1
COCCN(CC(=O)Oc1ccccc1P(=O)(OC)OC)Cc1ccccc1	2	-16	-6	1	0	-14	2	0.1	-5	4

Filtered by structure: the compounds so far with an NH in an aromatic ring
structure	PLCg1 inh	ASAP1 inh	ADAM10 inh	LEDGF integ inh	Tn7 DDE FP	ARFGAP1 inhibitor	DDE Tn6 FP inh	KLK7 zymogen act	ADAM17 inh	TDP2 absorb
COc1cc2nc(CN3CCN(S(=O)(=O)c4cc(C)ccc4C)CC3)[nH]c(=O)c2cc1OC	0	-5	5	3	-2	0	-2	0.8	3	1
C=CC[C@H](CC(=O)N[C@H](CO)Cc1ccccc1)C(=O)N[C@H](COC(=O)[C@H](CC=C)CC(=O)OC(C)(C)C)Cc1c[nH]c2ccccc12	-1	10	18	-2	-2	3	1	-0.3	11*	-17
CCOc1ccc(CCNS(=O)(=O)c2cnc[nH]2)cc1OCC	4	11	6	-1	-4	16	-1	0.2	0	-10

(more compounds)
structure	PLCg1 inh	ASAP1 inh	ADAM10 inh	LEDGF integ inh	Tn7 DDE FP	ARFGAP1 inhibitor	DDE Tn6 FP inh	KLK7 zymogen act	ADAM17 inh	TDP2 absorb
CCCn1c(C(C)Nc2nc(C)cs2)nc2cc(Cl)c(Cl)cc21 (centres undefined)	4	-1	19	-1	1	-1	1	0.6	6	-1
CN(C)S(=O)(=O)N(CC(=O)Nc1ccc(S(=O)(=O)N2CCCC2)cc1)c1ccccc1	5	-4	13	5	-3	10	2	-0.4	4	-18
CCO/C=C1/C(=O)N(c2ccccc2OC)C(=O)c2ccccc21	-103	22	-152	-7	4	14	-4	0.8	-55	0
CN(C)S(=O)(=O)c1ccc(Cl)c(C(=O)OCC(=O)NC(=O)NC2CCCC2)c1	-1	-6	3	-2	-2	1	0	-0.2	-4	-11
COc1cccc2cc(-c3nc4ccccc4o3)c(=O)oc12	-108	7	-18	5	8	2	1	-1.0	-8	2
CCOC(=O)c1cnc2c(-c3ccccc3)cnn2c1N	-17	2	-12	0	-2	4	-3	0.7	-3	8
COc1ccc(-c2cc(C(F)F)n3ncc(C(=O)Nc4ccc(C(=O)N5CCOCC5)cc4)c3n2)cc1	-86	4	-57	5	4	10	4	1.3	-17	-22
COc1cc(CC(=O)OCC(=O)NC2CCCCC2)cc(OC)c1OC	0	-3	6	2	-3	-3	9	0.2	-1	-6
COc1ccc(Cc2noc(CN(C)C3CC(C)(C)NC(C)(C)C3)n2)cc1OC	3	9	7	2	4	10	-2	0.0	4	-10
CC(=O)c1ccc(NC(=O)C2CC(=O)Nc3nc4ccccc4n32)cc1 (centres undefined)	3	-4	1	1	-5	-1	-4	0.8	0	-21
c1ccc2c(c1)Nc1cc3ccccc3cc1O2	-17	-4	-46	-2	3	-12	7	-3.0	-17	-5
Cc1ccc(C2CC2C(=O)NNC(=S)Nc2cccc(Cl)c2)cc1 (centres undefined)	7	-12	39*	-5	-7	7	-2	0.2	22*	-18
CCC(=O)c1ccc(OCC(=O)OCC(=O)N2CCN(c3ccc(OC)cc3)CC2)cc1	2	3	-5	0	-3	-19	4	0.3	0	-5
Cc1sc(NC(=O)c2ccco2)c(CN2CCC(C)CC2)c1C	-13	-1	3	4	4	5	4	0.6	-2	-2
O=C(CC(c1ccccc1)c1ccccc1O)NCc1ccco1 (centres undefined)	-2	1	3	4	0	-6	-8	0.0	-1	-2
O=C(COC(=O)c1ccc(-c2ccc([N+](=O)[O-])cc2)o1)NC(=O)NC12CC3CC(CC(C3)C1)C2	-16	11	-15	-2	9	-1	5	-0.1	-6	5
COc1ccc(N2CC(C(=O)OCC(=O)NCc3ccccc3)CC2=O)cc1 (centres undefined)	-1	-9	-9	0	0	-1	-6	0.8	-5	7
O=C(O)c1ccc(NC(CSCc2cccc(F)c2)C(=O)O)c([N+](=O)[O-])c1 (centres undefined)	-1	3	0	3	-7	2	-11	0.4	-3	1
COc1ccc(OC)c(NC2c3ccccc3C(=O)N2c2cccnc2)c1 (centres undefined)	-2	-4	-10	-3	7	9	-10	0.6	-5	-1
CC(=O)c1c(C)[nH]c(C(=O)COC(=O)c2ccc3c(=O)n4c(nc3c2)CCC4)c1C	-3	-3	-2	-2	9	-3	-2	-18	-3	-4
COc1ccc(NC(=O)c2ccc(NC(=O)c3ccco3)cc2)c(OC)c1	-4	-15	-6	0	-4	0	-3	0.1	-1	-6
C=CCN(C(=O)CSc1nnnn1C)c1nc(-c2ccccc2)cs1	1	-9	-21	-5	6	4	12	-0.2	2	1
O=C(Oc1cccnc1)c1cc2ccccc2oc1=O	-51	-12	-14	0	1	1	-2	-3.6	-8	4
CSc1nc2ccc(S(=O)(=O)Nc3c(C)n(C)n(-c4ccccc4)c3=O)cc2s1	-1	6	-2	-4	-1	8	-3	0.5	-4	14
CC(C)N(CC#CCC1(O)c2ccccc2-c2ccccc21)CCO	-1	3	1	-1	2	4	5	0.6	0	0
